GIRK2 act – activators of NPY4-receptor-primed GIRK2 channels, summary, cell-based, HEK293, thallium flux; G protein-activated inward rectifier potassium channel 2 (Homo sapiens), P48051; HEK293 GIRK2/NPY4 cells, thallium flux fluorescence; activation (% efficacy), % for hits at 37.5 µM; 34,000 tested, under 10 active; AID 1259324, 2017;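 active = primary screen hit, no activity in plain HEK293 cells, and in GIRK2-only cells above 5% efficacy rising with concentration; inactive = the rest, including fluorescent compounds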;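 also: efficacy is normalized control-subtracted fluorescence 15 s after thallium addition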
Target sequence (P48051 whole entry, looked up): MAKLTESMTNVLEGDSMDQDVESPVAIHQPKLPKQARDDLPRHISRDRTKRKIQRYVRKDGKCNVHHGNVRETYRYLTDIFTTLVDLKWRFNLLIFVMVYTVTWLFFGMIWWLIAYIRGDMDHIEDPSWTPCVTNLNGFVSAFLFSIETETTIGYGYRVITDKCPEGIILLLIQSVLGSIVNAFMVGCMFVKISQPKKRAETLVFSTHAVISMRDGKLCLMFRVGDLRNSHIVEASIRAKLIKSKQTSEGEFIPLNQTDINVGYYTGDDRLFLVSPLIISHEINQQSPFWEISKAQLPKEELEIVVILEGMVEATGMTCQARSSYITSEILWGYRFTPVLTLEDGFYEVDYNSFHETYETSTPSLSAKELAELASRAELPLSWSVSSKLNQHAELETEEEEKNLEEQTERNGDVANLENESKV
Calls only; i = inactive. An excerpt. The share of hits here may be higher or lower than overall.

SMILES | GIRK2 act
COc1cc(-c2ccc(SCC(=O)N3CCCc4ccccc43)nn2)cc(OC)c1OC | i
CCCc1nnsc1C(=O)N1CCC(c2nnc(C(C)C)o2)CC1 | i
CC(C)(Oc1ccc(Cl)cc1)C(=O)N(CCc1cccs1)Cc1cccnc1 | i
COc1ccc(Cc2nnc(C3CCN(C(=O)c4cn(C)nc4OC)CC3)s2)cc1 | i
COc1ccc(-c2c(C)nn3c(Nc4ccc(NC(C)=O)cc4)cc(C)nc23)cc1OC | i
Cc1ccc(N2CC(C(=O)N3CCN(c4ncnc5c4nnn5C)CC3)CC2=O)cc1C (stereo not given) | i
O=S(=O)(Cc1ccccc1)N1CCN(c2ccc(Nc3ccncc3)nn2)CC1 | i
O=C(c1cc(-c2ccccc2)on1)N(Cc1ccccn1)Cc1ccco1 | i
COc1ccc(-c2cc(=O)n(CC(=O)NC(C)C)cn2)cc1 | i
COc1cccc2cc(C(=O)Nc3ccc(CC(=O)NC(C)(C)CO)cc3)oc12 | i
Cc1ccc(S(=O)(=O)N(Cc2ccc(Cl)c(Cl)c2)C(=O)N2CCN(C)CC2)cc1 | i
CCCCc1ccc(NC(=O)CCc2csc(NC(=O)c3ccco3)n2)cc1 | i
CCNC(=O)Nc1ccccc1NC(=O)c1cccs1 | i
Cc1cc(C)nc(SCc2c(C(=O)N3CCc4ccccc4C3)nnn2-c2ccccc2)n1 | i
Cc1ccc(CN2C(=O)NC3(CCN(C(=O)Nc4ccc(F)c(Cl)c4)CC3)C2=O)cc1 | i
CCOC(=O)CCC(=O)NCC1CCN(S(C)(=O)=O)CC1 | i
CCOc1ccc(OCC(=O)Nc2cc(C)nn2-c2nc(-c3cccs3)cs2)cc1 | i
COc1ccc(N2CCCS2(=O)=O)cc1NC(=O)Nc1ccc(Cl)c(Cl)c1 | i
CN(Cc1ccccc1)C(=O)CCn1cnc2c(cnn2-c2ccc(F)cc2)c1=O | i
COc1cccc(NC(=O)c2sccc2N(C)S(=O)(=O)c2ccccc2)c1 | i
C=CCn1c(N)c(S(=O)(=O)c2ccccc2)c2nc3ccccc3nc21 | i
CCC(C(=O)NCCCC(=O)Nc1cccc2cccnc12)c1ccccc1 (stereo not given) | i
Cc1cc(C(=O)N(CCc2ccccc2)Cc2ccccn2)c(C)o1 | i
Cc1cc(NC(=O)c2cc(Cl)ccc2Cl)n(C(C)C)n1 | i
COc1ccc(-c2ccc(N3CCCC(C(=O)N4CCOCC4)C3)nn2)cc1 (stereo not given) | i
COc1ccc(-c2ccc(=O)n(CCCNC(=O)c3cccs3)n2)cc1 | i
Cc1ccc(S(=O)(=O)Nc2nc(CCC(=O)NCCc3ccc(F)cc3)cs2)cc1 | i
Cc1ccc(S(=O)(=O)N2CCN(C(=O)c3cnn4ccccc34)CC2)s1 | i
O=S(=O)(c1cccs1)N1CCC(c2nc(-c3ccc4c(c3)OCO4)no2)CC1 | i
CC(=O)N1CCN(S(=O)(=O)c2ccc(C(=O)Nc3ccc(F)cc3)cc2)CC1 | i
Cc1ccc(-c2noc(-c3cn(CC(=O)Nc4ccc(C)cc4C)c4nc(C)ccc4c3=O)n2)cc1 | i
O=C(NC1CCS(=O)(=O)C1)c1cccc(C(F)(F)F)c1 (stereo not given) | i
CS(=O)(=O)Nc1ccccc1C1=NN(C(=O)c2ccccc2F)C(c2ccco2)C1 (stereo not given) | i
COCCN1CCC(CNS(=O)(=O)c2ccc3c(c2)OCCO3)CC1 | i
COc1ccc(CCC(=O)NCC(C)(O)CCSC)cc1 (stereo not given) | i
CN1C(=O)N(C)C2(CCN(S(=O)(=O)c3ccccc3)CC2)C1=O | i
Cc1ccc(Cl)cc1N1CCN(C(=O)c2cc3cc(Br)ccc3oc2=O)CC1 | i
CN1CCN(C(CNC(=O)C2CCN(S(C)(=O)=O)CC2)c2ccc(F)cc2)CC1 (stereo not given) | i
O=C(Cc1cc(-c2ccc3c(c2)OCO3)on1)N1CCOCC1 | i
CCC(=O)N1CCC2(CC1)NC(=O)N(Cc1ccc(F)cc1)C2=O | i
O=C(c1cc(=O)c2ccccc2o1)N1CCN(Cc2nc(-c3cccs3)cs2)CC1 | i
CCc1ccc(-c2csc(NC(=O)C3CCN(S(C)(=O)=O)CC3)n2)cc1 | i
Cc1ccsc1C(O)CNS(=O)(=O)CCc1ccccc1 (stereo not given) | i
CCc1nnc(NS(=O)(=O)c2ccc(NC(=O)/C=C/C(=O)O)cc2)s1 | i
Cc1cc(NC(=O)c2ccco2)n(-c2nc3c(cnn3-c3cccc(C)c3C)c(=O)[nH]2)n1 | i
O=S(=O)(c1ccccc1Cl)N1CCN(c2ccc(Nc3ccccn3)nn2)CC1 | i
CC(Oc1ccccc1)C(=O)N1CCN(Cc2nc(-c3ccco3)cs2)CC1 (stereo not given) | i
COc1cccc(OC)c1C(=O)N1CCN(c2nccn2C)CC1 | i
CCC(C)(C)OCC(O)CN1CCN(C(c2ccccc2)c2ccccc2)CC1 (stereo not given) | i
COc1cc([N+](=O)[O-])ccc1NC(=O)CSc1ncccn1 | i
Cn1nccc1C(=O)Nc1ccc(S(C)(=O)=O)cc1 | i
O=C(COc1ccc(Cl)cc1)Nc1nnc(CS(=O)(=O)c2ccccc2)o1 | i
O=C(Cc1csc(Nc2cccc(Cl)c2)n1)NCc1cccs1 | i
Cc1cc(NC(=O)c2cc3ccccc3o2)n(-c2nc(-c3cccs3)cs2)n1 | i
Cc1nc(NC(=O)c2cccc(Br)c2)sc1C | i
O=C(CN1CCCCC1)Nc1nc2ccccc2s1 | i
COc1ccc(S(=O)(=O)N2CCC(c3nnc(-c4ccco4)o3)CC2)cc1 | i
CC(=O)Nc1ccc(NC(=O)C(=O)NCC2CCN(Cc3ccccc3)CC2)cc1 | i
COc1ccc(NC(=O)CN2CCN(S(=O)(=O)N3CCCCCC3)CC2)cc1 | i
O=C(NCCN1CCC(c2cccs2)CC1)C12CC3CC(CC(C3)C1)C2 | i

The final 7 entries of the part above open the next one:
SMILES | GIRK2 act
Cc1cc(NC(=O)c2cc3ccccc3o2)n(-c2nc(-c3cccs3)cs2)n1 | i
Cc1nc(NC(=O)c2cccc(Br)c2)sc1C | i
O=C(CN1CCCCC1)Nc1nc2ccccc2s1 | i
COc1ccc(S(=O)(=O)N2CCC(c3nnc(-c4ccco4)o3)CC2)cc1 | i
CC(=O)Nc1ccc(NC(=O)C(=O)NCC2CCN(Cc3ccccc3)CC2)cc1 | i
COc1ccc(NC(=O)CN2CCN(S(=O)(=O)N3CCCCCC3)CC2)cc1 | i
O=C(NCCN1CCC(c2cccs2)CC1)C12CC3CC(CC(C3)C1)C2 | i
CCc1ccc(NC(=O)CSc2ncc(S(=O)(=O)c3cccs3)c(N)n2)cc1 | i
O=C(Nc1nccs1)C1CN(c2nc3c(C(F)(F)F)cccc3s2)C1 | i
CC(C)S(=O)(=O)c1cccc(C(=O)Nc2sccc2C(N)=O)c1 | i
O=C(Cc1csc(SCC(=O)c2ccc3c(c2)OCO3)n1)NCCc1ccc(F)cc1 | i
COc1ccc(NC(=O)Cn2ncc3c(c2=O)N(C)C(=O)CS3)c(OC)c1 | i
CC(Oc1cccc(F)c1)C(=O)N1CCN(c2ccc3nncn3n2)CC1 (stereo not given) | i
O=C(CSc1nc(=O)n(Cc2ccco2)c2c1CCC2)NC1CCCCC1 | i
CS(=O)(=O)c1ccc(NC(=O)c2ccc(Cl)c(S(=O)(=O)N3CCCC3)c2)cc1 | i
Cc1cccc(NC(=O)Cn2nc3n(c(=O)c2=O)CCN3c2ccccc2)c1C | i
CN(C1CC1)S(=O)(=O)c1ccc(C(=O)Nc2ccc3c(c2)OCO3)cc1 | i
NC(=O)Cc1csc(NC(=O)c2csc(Nc3ccc(OC(F)F)cc3)n2)n1 | i
CC(=O)c1cccc(NC(=O)Cn2cc(-c3ccc(C)cc3)c(N3CCOCC3)n2)c1 | i
COC(=O)c1ccc(C(=O)NCC(c2ccc(F)cc2)N2CCN(C)CC2)cc1 (stereo not given) | i
Cc1ccc(-c2nnc(NC(=O)C3CCN(S(=O)(=O)c4cccs4)CC3)o2)cc1C | i
Cn1c(=O)c2cc(C(=O)NCc3cccs3)sc2n(C)c1=O | i
O=c1n(Cc2ccccc2Cl)nc2ccc(S(=O)(=O)N3CCCCCC3)cn12 | i
COCCNC(=O)Cn1nc2c(c1NC(=O)CSc1ccncc1)CSC2 | i
Cc1cc(C)c(NC(=O)C2CCN(c3cnc4ccccc4n3)CC2)c(C)c1 | i
Cc1ccc(OCCn2c(CNC(=O)c3ccco3)nc3ccccc32)c(C)c1 | i
COc1ccc2nc(-c3ccc(Cl)c(NC(=O)C(C)Oc4cccc(F)c4)c3)cn2n1 (stereo not given) | i
CC1Cc2c(NC(=O)Cc3ccccc3)nn(C)c2NC1=O (stereo not given) | i
Cc1cc(F)ccc1S(=O)(=O)NCCCCN1CCOC(c2ccccc2)C1 (stereo not given) | i
NC(=O)C1Cc2ccccc2N1C(=O)CCC1CCCC1 (stereo not given) | i
O=C(Cc1cccc2ccccc12)NNC(=O)c1ccc(=O)n(Cc2ccccc2)c1 | i

For reference, some entries already given.
SMILES | GIRK2 act
Cc1ccc(OCCn2c(CNC(=O)c3ccco3)nc3ccccc32)c(C)c1 | i
COc1ccc2nc(-c3ccc(Cl)c(NC(=O)C(C)Oc4cccc(F)c4)c3)cn2n1 (stereo not given) | i
CC1Cc2c(NC(=O)Cc3ccccc3)nn(C)c2NC1=O (stereo not given) | i
Cc1cc(F)ccc1S(=O)(=O)NCCCCN1CCOC(c2ccccc2)C1 (stereo not given) | i
NC(=O)C1Cc2ccccc2N1C(=O)CCC1CCCC1 (stereo not given) | i
O=C(Cc1cccc2ccccc12)NNC(=O)c1ccc(=O)n(Cc2ccccc2)c1 | i

(list continues)
SMILES | GIRK2 act
CN(C)C(=O)CSc1ncnc2sc(-c3ccccc3)cc12 | i
O=C(Cc1cccs1)NCC1(c2cccs2)CCCC1 | i
COc1ccc(-c2nc3c4cnn(-c5cc(C)cc(C)c5)c4ncn3n2)c(O)c1 | i
CCOC(=O)CCC(=O)Nc1ccc(CC(=O)N2CCC(O)CC2)cc1 | i
Cc1cc(=O)n(CC(=O)NCc2cccs2)cn1 | i
O=S(=O)(NCCNc1ccc(Nc2ccccn2)nn1)c1ccccc1Cl | i
Cc1cc(NC(=O)C(=O)NCC(c2cccc3ccccc23)N2CCCC2)c2ccccc2n1 (stereo not given) | i
Cc1ccc(OCCCCn2c(CNC(=O)c3ccco3)nc3ccccc32)cc1 | i
COCC(C)(O)CNC(=O)c1cc(C)on1 (stereo not given) | i
COCCNC(=O)C(=O)Nc1cc(N2CCCS2(=O)=O)ccc1OC | i
COc1ccc(S(=O)(=O)Nc2ccc3c(c2)N(C(=O)C(C)(C)C)CC3)cc1OC | i
NC(=O)c1ccc(NC(=O)Cn2cnc(-c3ccccc3)cc2=O)cc1 | i
O=C(c1cccc(-n2cnnn2)c1)N1CCN(c2ccc(-c3cccs3)nn2)CC1 | i
COc1ccccc1NC(=O)CC1SC(=O)N(Cc2ccccc2)C1=O (stereo not given) | i
O=C(CCc1csc(NC(=O)c2ccc(F)cc2)n1)NCc1nc(-c2ccccc2)no1 | i
O=C(NCc1cccs1)C1COCC(=O)N1Cc1ccccc1 (stereo not given) | i
O=C1NC2=C(C(=O)N(CC3CCCO3)C2)C(c2ccccc2F)N1 (stereo not given) | i
CCn1c(=NC(=O)CS(=O)(=O)Cc2ccccc2)sc2cc3c(cc21)OCCO3 | i
O=C(c1cnn(-c2ccccc2)n1)N1CCC(Cn2cnc3ccccc32)CC1 | i
CC1C(=O)NCCN1C(=O)Cc1ccc2c(c1)OCO2 (stereo not given) | i
Cc1cc(N2CCCC2)n2ncc(-c3ccccc3Cl)c2n1 | i
Cc1ccccc1CN(c1ccc(F)cc1)S(=O)(=O)c1ccc2nncn2c1 | i
COCCCNc1oc(-c2ccco2)nc1S(=O)(=O)c1ccc(F)cc1 | i
Cc1cccc(-n2ncc3c(=O)[nH]c(-n4nc(C)cc4NC(=O)c4c(F)cccc4Cl)nc32)c1 | i
COc1ccc(OCC(=O)NCC2CCN(C(C)C)CC2)cc1 | i
O=C(Cn1c(=O)oc2ccccc21)N(Cc1ccsc1)C1CC1 | i
CC(=O)Nc1ccc(SCC(=O)Nc2ccccc2C(F)(F)F)nn1 | i
O=C(NCCOc1ccc(F)cc1)C(=O)NC1CC1 | i
O=C(NCC1CCN(C(=O)/C=C/c2ccco2)CC1)Nc1cccc(Cl)c1 | i
COC(=O)c1c2c(nc3c1c(-c1ccc(OC)cc1)nn3C1CCS(=O)(=O)C1)CCC2 (stereo not given) | i
O=C(NCCCN1CCOC(c2ccccc2)C1)C(=O)NC1CCCC1 (stereo not given) | i
Cc1cc(-c2nnc(NC(=O)CCS(=O)(=O)c3ccccc3)o2)nn1C | i
Cc1nc2sccn2c1-c1nnc(SCC(=O)NCc2ccco2)n1C | i
Cc1csc(C(=O)NCC2(O)CCOCC2)c1 | i
Cc1cn(C)nc1C(=O)Nc1nnc(-c2ccc3c(c2)CCCC3)o1 | i
Cc1ccc(Nc2nc(NCCCn3ccnc3)nc3[nH]ncc23)cc1C | i
Cc1ccc(NC(=O)c2ccccc2Cl)cc1N1CCCCC1=O | i
O=C(Nc1nnc(CCSc2ccccc2)o1)c1ccc([N+](=O)[O-])s1 | i
CS(=O)(=O)c1ccc(Nc2nc(CC(=O)Nc3ccc(F)c(Cl)c3)cs2)cc1 | i
O=C(C1CC=CCC1)N1CCN(CCn2ccnc2)CC1 (stereo not given) | i
CCn1nccc1C(=O)N=c1sc2cc(C)cc(C)c2n1C | i
CCC(O)(CC)C12CC3CC(CC(C3)C1)C2 | i
COc1ccccc1CNC(=O)c1cc(-c2ccc(Cl)cc2)oc1C | i
CCN(CC)C(=O)CN1CCN(c2nccn2-c2cccc(Cl)c2)CC1 | i
COc1cc(OC)c(NC(=O)CSc2nccc(N3CCc4ccccc4C3)n2)cc1Cl | i
O=C(Nc1ccc2c(c1)N(C(=O)c1cccs1)CC2)C1CC1 | i

Bioassay records as filed in PubChem.
